Compound activity from PubChem BioAssay.
H9c2 TAG inh: triacylglycerol accumulation inhibition; actives 0.66% (n = 230,000); H9c2 cells, Nile Red lipid (TAG) fluorescence; cells loaded with 200 µM oleic acid; inhibition, % at 12.5 µM;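 active = pattern-corrected inhibition of lipid staining of at least 50% with the nuclear-stain viability signal not falling by more than 50%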;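 also: 0% = DMSO wells and 100% = triacsin C control wells; some results filed as inactive read as strong as hits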
H9c2 TAG inh DAPI viability: recorded beside H9c2 TAG inh, whose call it bears; DAPI nuclei signal change (viability), lower = more cytotoxic, %;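 whole-well DAPI fluorescence read on a plate reader as a viability signal; minus 50 percent equals half of cells still viable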
Starred values were filed as active, the others as inactive; i = inactive; & = joins results of further samples. Not all compounds are listed; the hit share may differ from the screen's.

SMILES	H9c2 TAG inh	H9c2 TAG inh DAPI viability
CCc1ccc(CN(C)C(=O)C2CCC(=O)N(CCCN3CCCC3=O)C2)cc1 (centres undefined)	-4	0
CCOC(=O)C1(C(=O)OCC)COC(=O)C1CN1Cc2cc3ccccc3nc2C1 (centres undefined)	-4	1
CCOc1ccc(Nc2ncnc3c2cnn3-c2ccccc2)cc1	-4	6
c1csc(-c2nn3c(C4CCCCC4)nnc3s2)c1	-1	7
CC(C)Cn1c(=O)[nH]c2ccccc21	10	5
O=C(O)CCCCCN1C(=O)C(O)=C(C(=O)/C=C/c2ccccc2)C1c1cccc([N+](=O)[O-])c1 (centres undefined)	14	-4
O=C(O)c1cccc(N=C2NC(=O)C(CO)(CO)S2)c1	-1	1
CC1(C(=O)NC2CCCC2)CCC(=O)N1Cc1ccccc1Cl (centres undefined)	-14	4
COc1cc(OC)c2c3c(c(C4CCCCC4)nc2c1)CCC3	-28	40
Cc1ccc(SCC(=O)OCC(=O)NCCC2=CCCCC2)cc1	6	-1
O=C(Nc1nnc(S(=O)(=O)N2CCCCCC2)s1)c1ccccc1F	0	-5
O=C(Nc1ccc(NC(=O)C2CC2)nc1)c1ccco1	18	-5
Cc1cc(C)n(C(=O)CNC(=O)c2cccs2)n1	11	-10
CCCCOc1ccc(C(=O)NCC(=O)NC(C)CCc2ccccc2)cc1 (centres undefined)	3	0
O=C(O)CSC(=S)N1CCCC1	3	4
CC(=O)c1c(C)[nH]c(C(=O)Nc2nc(-c3ccccc3)c(C)s2)c1C	15	12
N#Cc1ccc(N2CCN(C(=O)c3cccs3)CC2)c(F)c1	-6	4
Cc1ccc(NC(=S)N2CCN(C(=O)c3ccccc3)CC2)c(C)c1	9	-7
Cc1csc(-c2cnn(-c3ccccc3)c2NC(=O)c2ccccc2)n1	22	-14
CC(=O)Nc1ccc(C(=O)COC(=O)C2CC2C)c(F)c1 (centres undefined)	-25	8
COc1ccc(C(=O)NC2CC3CCCC(C2)N3CC(C)C)cc1OC (centres undefined)	3	-12
COC(=O)C(CCSC)NC(=O)/C=C/c1ccc(OC)cc1 (centres undefined)	-4	5
C=CCn1c2ccccc2c2nnc(SCCN3CCOCC3)nc21	-1	-3
COc1ccc(C(=O)N(C)C2CCCCC2)cc1OC1CCN(C(C)C)CC1	1	-9
CCOC(=O)C(NC(=O)CC)(Nc1ccc(S(=O)(=O)Nc2ncccn2)cc1)C(F)(F)F (centres undefined)	-4	18
Cc1ccc(S(=O)(=O)NN)c(C)c1N1CCCC1=O	-12	0
CC(C)c1ccc(OCC(=O)NC(Cc2c[nH]c3ccccc23)C(=O)O)cc1 (centres undefined)	-8	2
Cc1ccc(S(=O)(=O)N2CCC(C(=O)NNC(=O)c3ccccc3O)CC2)cc1C	3	-5
O=C(CSc1cccc(C(F)(F)F)c1)Nc1nnc(C2CC2)s1	3	-1
Cc1cc(-c2nnc(SCCC(=O)Nc3ccccc3)o2)no1	0	-1

Full records, quoted from the list. Order of values: H9c2 TAG inh | H9c2 TAG inh DAPI viability
COc1ccc(C(=O)NC2CC3CCCC(C2)N3CC(C)C)cc1OC (centres undefined) across the screens: 3 | -12
COC(=O)C(CCSC)NC(=O)/C=C/c1ccc(OC)cc1 (centres undefined) across the screens: -4 | 5

The list goes on:
SMILES	H9c2 TAG inh	H9c2 TAG inh DAPI viability
CC(C)(C)[C@H]1C=C(C(=O)NCc2nc3ccccc3[nH]2)O[C@@H](OCCCCO)C1	-5	5
O=C(NCc1cccnc1)Nc1ccc(Cl)cc1Cl	-4	0
CCN1CCN(C(c2cccnc2)c2cc(Cl)c3cccnc3c2O)CC1 (centres undefined)	-17	-4
CCN(CC)CCN1c2ccccc2Sc2ccccc21	2	12
CC(=O)Oc1cccc(N2C(=O)C3CC=CCC3C2=O)c1 (centres undefined)	-7	-4
COc1cc(C2C(C(=O)/C=C/c3ccccc3)=C(O)C(=O)N2c2ccccn2)ccc1O (centres undefined)	7	5
CC(C)n1c(N2CCN(CC(=O)NCc3cccs3)CC2)nc2ccccc21	-42	4
COc1ccc(S(=O)(=O)N2CCOCC2)cc1NC(=O)c1c(-c2ccccc2)noc1C	20	7
CC(C)CC(=O)NC(=S)Nc1ccccn1	-4	27
COc1ccc(NC(=O)/C=C/c2ccc(Br)o2)cn1	-9	2
CN(C(=O)CSc1nncn1-c1ccccc1)C1CCS(=O)(=O)C1 (centres undefined)	-15	12
CCOC(=O)c1c(C)[nH]c(C(=O)OCC(=O)N2CCN(S(=O)(=O)c3ccccc3)CC2)c1C	31	-13
CCOC(=O)c1oc2ccccc2c1COC(=O)CNC(=O)c1ccc(C)cc1	-5	-5
COc1ccc(C2/C(=C(/O)c3ccccc3)C(=O)C(=O)N2c2ccccn2)cc1 (centres undefined)	14	-7
Cn1c(=O)[nH]c(=O)c2c1nc(N1CCCCC1)n2CCSc1nc2ccccc2o1	11	-6
Cc1ccc(S(=O)(=O)Oc2ccc(/C=N/N=C3/NC(=O)C(CC(=O)O)S3)cc2)cc1[N+](=O)[O-] (centres undefined)	14	-1
COc1cccc(CC(=O)OCC(=O)NC(C)c2ccc(F)cc2)c1 (centres undefined)	-2	-1
CCN(c1ccccc1)S(=O)(=O)c1ccc(Cl)c(NC(=O)CNC(C)c2ccccc2)c1 (centres undefined)	-9	-2
Cn1cc(CN(Cc2ccccn2)C[C@@H]2CCC(=O)N2)c(-c2ccccc2F)n1	-6	2
Cc1cccc(C)c1NC(=O)/C(C#N)=C/c1cccs1	-23	-2
O=C(COc1ccc(C(=O)c2ccccc2)cc1)NCC1CCCCC1	-3	2
FC(F)(F)Oc1ccc(NC(=S)Nc2ccc(OC(F)(F)F)cc2)cc1	-13	7
COc1ccc(N(C(C)C(=O)N/N=C/c2ccc(OC)c(OC)c2)S(C)(=O)=O)cc1 (centres undefined)	2	-8
NS(=O)(=O)c1cccc(NC(=O)CSc2ccccn2)c1	-20	2
Cc1oc(C)c(S(=O)(=O)NCc2cccs2)c1C(=O)O	2	75
COc1ccccc1[C@H]1C(c2ccc(F)cc2)=NN(c2ccccc2)[C@@H]1CO	-11	175
CCOC(=O)c1cc(-c2ccc(OC)cc2)nn1-c1ccc(C(=O)O)cc1	2	-5
CCOC(=O)[C@@H]1[C@H]2COc3ccc(Br)cc3[C@@H]2N2C(=O)N(c3ccc(Cl)cc3)C(=O)[C@@]12C	49	-5
Cc1c(Cc2ccccc2)c(NCCN(C)C)n2c(nc3ccccc32)c1C#N	11	7
CC1CCCC(NC(=O)NC(=O)CCl)C1C (centres undefined)	4	0

Entries from the list above containing a nitro group on carbon (two):
SMILES	H9c2 TAG inh	H9c2 TAG inh DAPI viability
O=C(O)CCCCCN1C(=O)C(O)=C(C(=O)/C=C/c2ccccc2)C1c1cccc([N+](=O)[O-])c1 (centres undefined)	14	-4
Cc1ccc(S(=O)(=O)Oc2ccc(/C=N/N=C3/NC(=O)C(CC(=O)O)S3)cc2)cc1[N+](=O)[O-] (centres undefined)	14	-1

Other results:
SMILES	H9c2 TAG inh	H9c2 TAG inh DAPI viability
CCn1cc(Cl)c(C(=O)Nc2ccccc2C(N)=O)n1	-10	-2
Cc1ccc(C(=O)NCc2ccc3c(c2)CCO3)cc1C	-13	0
COCc1[nH]nc2c1C1(C(=O)Nc3ccc(F)cc31)C(C#N)=C(N)O2 (centres undefined)	13	-5
Cc1ccc(S(=O)(=O)NCC(=O)N(CC(=O)NC2CCCCC2)Cc2ccco2)cc1	-10	-7
COc1ccc(NC(=O)CN(C)C(=O)c2ccc3c(c2)CC(c2ccccc2)OC3=O)cc1 (centres undefined)	1	-2
O=S(=O)(Nc1cccc(CO)c1)c1cccs1	1	6
COc1ccc(S(=O)(=O)N/N=C(/C)c2ccncc2)cc1OC	3	0
COc1ccc(F)cc1-c1cc(C(=O)NCc2ccccc2)[nH]n1	-7	-1
NCCc1cnc[nH]1	5&16	-5&-23
COc1ccc(/C=N/NC(=O)c2cccnc2)cc1COc1ccc([N+](=O)[O-])c(C)c1	31	-19
O=C(CN(CC1CCCO1)C(=O)c1nsc(Cl)c1Cl)NC1CCCC1 (centres undefined)	12	-6
COC(=O)C1CCN(C(=O)COC(=O)c2cc(S(=O)(=O)N3CCOCC3)ccc2C)CC1	-12	-1
CCOc1ccc(Cc2nnc(SCC(=O)Nc3ccc(C(C)=O)cc3)[nH]c2=O)cc1	7	-2
COc1ccc(-c2cc3nc(C)c(C)c(N4CCN(C(=O)c5ccoc5)CC4)n3n2)cc1	0	0
COc1ccc(S(=O)(=O)NCC(=O)Nc2cccc(C)c2C)cc1OC	-10	12
O=C(Cn1nc(C(=O)O)c2ccccc2c1=O)Nc1cc(S(=O)(=O)N2CCCCC2)ccc1Cl	1	-4
NC(=O)C1Cc2ccccc2CN1S(=O)(=O)c1cccs1 (centres undefined)	-14	-3
CCOc1ccc2nc(SCc3ccc(OC)cc3)sc2c1	-44	-9
CC(=O)Nc1ccc(NS(=O)(=O)c2ccccc2)cc1	24	-11
COc1ccc(NC(=O)Nc2cccc3c2O[C@H](CN(C)C(=O)NC2CCCCC2)[C@@H](C)CN([C@H](C)CO)C3=O)cc1	-7	-1

5 structures out of the list, ordered by number of heavy atoms, rising.
SMILES	H9c2 TAG inh	H9c2 TAG inh DAPI viability
CC(=O)Nc1ccc(NS(=O)(=O)c2ccccc2)cc1	24	-11
O=C(CN(CC1CCCO1)C(=O)c1nsc(Cl)c1Cl)NC1CCCC1 (centres undefined)	12	-6
COc1ccc(S(=O)(=O)NCC(=O)Nc2cccc(C)c2C)cc1OC	-10	12
COC(=O)C1CCN(C(=O)COC(=O)c2cc(S(=O)(=O)N3CCOCC3)ccc2C)CC1	-12	-1
COc1ccc(NC(=O)Nc2cccc3c2O[C@H](CN(C)C(=O)NC2CCCCC2)[C@@H](C)CN([C@H](C)CO)C3=O)cc1	-7	-1

(next part)
SMILES	H9c2 TAG inh	H9c2 TAG inh DAPI viability
COC(=O)C1=C(C(=O)OC)SC2(S1)C(C(=O)OC)=C(C(=O)OC)SC1=C2c2cc(C)cc(C)c2NC1(C)C	-14	13
Cc1c(NC(=O)c2c(O)c3ccccc3n(C)c2=O)c(=O)n(-c2ccccc2)n1C	-3	7
Cc1oc(-c2ccccc2)cc1C(=O)Nc1ccc2ccccc2c1	1	2
Nc1nnc(CCS(=O)(=O)c2ccc(Br)cc2)s1	-2	i
Cc1cc(OCC(=O)NNC(=O)c2cccc(F)c2)ccc1Cl	-8	0
Cc1cc(C)cc(NC(=S)NC2CC3CCCC(C2)N3CC(C)C)c1 (centres undefined)	9	0
O=C(Nc1ccc(-c2nc3cccnc3s2)cc1)c1cccnc1Cl	-1	7
COCCCN1CN(Cc2ccco2)CNC1=S	-2	3
CCC(C)(C)NC(=O)C(c1ccccc1F)N(Cc1ccco1)C(=O)c1csnn1 (centres undefined)	53*	-5.5*
CCOC(=O)COc1c(-c2ccc(OC)cc2)oc2ccccc2c1=O	12	0
S=c1[nH]nc(Cn2nnc3ccccc32)n1-c1ccc(Cl)cc1	-5	3
COc1cccc2c(=O)n(CC(=O)Nc3ccc(F)cc3F)ccc12	2	-7
CN(CC(=O)Nc1cccc(F)c1)C(=O)c1ccc2c(c1)NC(=O)CS2	-18	-6
Cc1cc(C(=O)NCCCN2CC(C)CC(C)C2)n(-c2ccccc2)n1 (centres undefined)	2	-2
Cc1noc(NS(=O)(=O)c2ccc(NC(=O)c3ccc(Cl)c(S(=O)(=O)N(C)c4ccccc4)c3)cc2)c1C	6	-1
COC(=O)CSc1nnc(-c2ccc(NS(=O)(=O)c3ccccc3)cc2)o1	-20	1
Cc1cccc(C)c1OCCNC(=O)OCc1ccccc1	-5	2
CCCOc1ccc(/C=C/C(=O)Nc2ccc([N+](=O)[O-])cc2)cc1	23	-8
CCN(C(=O)CSc1nccc(=O)[nH]1)c1cccc2ccccc12	-11	-2
CN(N=C(c1ccccc1)c1ccccc1)c1ccccc1	-8	4
COCC(=O)Nc1ccc(N2CCOCC2)c(S(=O)(=O)Nc2ccc(OC)cc2)c1	1	-13
COc1ccc(N2C(=O)CC(Sc3nccc(C)n3)C2=O)c(OC)c1 (centres undefined)	10	13
NS(=O)(=O)c1cccc(NC(=O)c2cncc(Br)c2)c1	6	4
O=C1CCC[C@@H]2[C@H](Cc3ccccc3)[C@@H](O)C[C@@H]3CCN1[C@@H]32	2	-3
Cc1ccc(Nc2nnc(SCC(O)=C(C#N)c3nc4ccccc4[nH]3)s2)c(C)c1	9	-1
Cc1ccccc1NC(=O)c1ccccc1-c1ccccc1	-9	-1
OCCC1CN(Cc2cccc3nonc23)CCN1Cc1ccsc1 (centres undefined)	-3	8
Nc1ccccc1SC(C[N+](=O)[O-])c1ccccc1 (centres undefined)	64*	-46*
CCc1ccccc1Nc1nc(N)nc(CSCC(=O)Nc2ccc(C)c(C)c2)n1	-8	-4
CCCCCC(=O)Nc1cccc2ccccc12	-7	-4
CCOc1ccc2nnc(-c3ccc(Br)cc3)n2n1	17	-14
C[C@]12C[C@H](O)[C@H]3[C@@H](CCC4=CC(=O)CC[C@@]43C)[C@@H]1CC[C@@H]2C(=O)CO	20	6
O=C(Cn1ccc(C(F)(F)F)n1)Nc1cccc(S(=O)(=O)N2CCCCC2)c1	-20	-3
CCc1ccccc1-n1c(SCC(=O)c2c(N)n(C3CC3)c(=O)[nH]c2=O)nnc1N1CCOCC1	-1	-9
Cc1ccc(/C=N/NC(=O)c2nnn(-c3nonc3N)c2CSc2ccccc2)cc1	8	-9
CNC(=O)CN(c1cccc2ccccc12)S(C)(=O)=O	-3	-3
COc1cc([C@@H]2[C@H]3CNCC=C3C(C#N)=C(N)C2(C#N)C#N)ccc1OC(C)C	14	-9
Oc1cc(CNCc2ccccc2)c(O)cc1CNCc1ccccc1	-3	-7
COc1cccc(NC(=O)Cc2csc(NC(=O)Nc3ccccc3OC)n2)c1	4	-1
O=C(NC1CCCc2c1cnn2-c1ccc(F)cc1F)c1ccccn1 (centres undefined)	-55	-9
Cc1occc1C(=O)Nc1ccccc1NC(=O)c1ccoc1C	-19	11
